Source: PubChem BioAssay
APP transl inh – APP translation inhibition | SH-SY5Y APP 5'UTR-luciferase reporter, luminescence | inhibition, % at 2 µM | 190,000 compounds, 0.82% hits;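 active = inhibition above a set limit, derived from the sample mean plus 3 SD, cut at about 45% in these data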; note: values of inactives mirror those of a sister screen read the other way
STAT1 act – increases IFN-gamma driven STAT1 reporter signal; AID 932; activation (% of control), % at 5.5 µM; NIH 3T3 STAT1-luciferase reporter, luminescence; 100% = IFN-gamma alone, no compound; 200,000 compounds, 2.6% hits;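 active = activation above the screen-wide mean activation plus 3 SD, cut at about 130% in these data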;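 note: raw ratio to IFN-gamma control signal so 100% means no change and 0% no light; values of inactives mirror those of a sister screen read the other way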
NF-kB expr up – raises NF-kB expression in human neuronal cells; NF-kB reporter expression; active compounds read high; fold change at 12.5 µM; 190,000 compounds, 1.6% hits; AID 1239; in the data active = fold change above about 3.3
FLuc act counter – firefly luciferase counter-screen for stimulation assays | P08659 | ATPlite luciferase biochemical, luminescence, 10 min; 0 = ATP-free wells, 1 = DMSO control | activation factor at 10 µM | 200,000 tested, under 10 active;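 active = luciferase activation factor, scaled between plate controls, of at least 2 with compound at 10 µM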
Target sequence (P08659 whole entry, looked up): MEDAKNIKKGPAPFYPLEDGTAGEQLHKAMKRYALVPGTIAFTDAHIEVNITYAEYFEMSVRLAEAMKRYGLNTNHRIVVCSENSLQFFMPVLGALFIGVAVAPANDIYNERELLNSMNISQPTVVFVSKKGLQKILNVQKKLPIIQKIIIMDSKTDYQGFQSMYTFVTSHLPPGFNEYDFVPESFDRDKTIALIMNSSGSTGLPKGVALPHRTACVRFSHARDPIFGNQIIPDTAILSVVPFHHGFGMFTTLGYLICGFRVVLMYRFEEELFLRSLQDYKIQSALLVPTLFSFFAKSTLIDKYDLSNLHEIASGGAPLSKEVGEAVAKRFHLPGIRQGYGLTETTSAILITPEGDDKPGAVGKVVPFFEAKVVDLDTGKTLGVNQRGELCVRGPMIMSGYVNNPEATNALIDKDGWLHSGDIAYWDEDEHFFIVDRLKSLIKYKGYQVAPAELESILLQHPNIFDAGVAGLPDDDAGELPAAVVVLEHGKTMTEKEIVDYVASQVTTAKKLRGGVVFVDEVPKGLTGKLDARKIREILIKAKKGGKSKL
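Assay system: Luciferase/luciferin detection reagent, cell-free biochemical luciferase assay / Read-out: luciferase activation / Benchmarks: No-ATP low control, compound-free enzyme-plus-ATP high control / Medium: PBS buffer for ATP / Detection: luminescence measurement of luciferase light output / Schedule: 10 min at ambient temperature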
DTT redox prof – compounds producing H2O2 with reducing agent – biochemical, NIH compound library profiling, artefact control for MLSCN library redox annotation, primary screen. 200,000 compounds, 0.03% hits. activation, % at 10 µM. DTT-dependent redox cycling H2O2, phenol red/HRP absorbance; 100% = 100 µM peroxide control, 0% = buffer;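 active = activation of at least 50% relative to the plate's high and low controls in the primary single-dose screen; inactive = activation below 50%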;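 note: compound incubated with DTT at 0.8 mM final as the reducing agent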
APP 5'UTR act – APP 5'UTR luciferase reporter activation; SH-SY5Y APP 5'UTR luciferase reporter, luminescence; zero percent = DMSO vehicle wells; activation, % at 2 µM; 190,000 compounds, 1% hits;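 active = activation above a set limit, based on mean plus 3 SD of controls, cut at about 140% in these data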; note: values of inactives mirror those of a sister screen read the other way
FLuc inh counter – counter-screen for luciferase assay inhibitors: firefly luciferase inhibition; inhibition, % at 10 µM; ATPLite firefly luciferase biochemical luminescence, 10 min; AID 1006; 200,000 compounds, 1.5% hits;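 active = inhibition above about 50% when tested at 10 µM, limit read from the data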
HMGR II inh – E. faecalis class II HMG-CoA reductase inhibition; 190,000 compounds, 0.41% hits; AID 1066; purified E. faecalis HMGR, NADPH absorbance 340 nm kinetic; inhibition, % at 10 µM;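 active = inhibition above a set limit, the median over all tested compounds plus 3 SD, cut at about 9.5% in these data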;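 note: enzyme runs in reverse so mevalonate oxidation gives rising NADPH absorbance; 0% = complete reaction with DMSO and 100% = background rate lacking mevalonate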
Hsp70 act – Hsp70 transcriptional activation, primary screen | activation, % at 10 µM | 200,000 compounds, 0.04% hits | HeLa Hsp70 promoter luciferase reporter, luminescence; scaled: vehicle 0, proteasome-inhibitor control 100%;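 active = activation above the mean across all tested compounds plus 3 SD, cutoff set per campaign, cut at about 5.5% in these data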;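 note: 100% = MG132 at 30 µM as the positive control and 0% = DMSO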
G6PDH counter – counter-screen for G6PDH assay hits: L. mesenteroides G6PDH inhibition; AID 1020; 200,000 compounds, 0.12% hits; Purified L. mesenteroides G6PDH, diaphorase/resazurin coupled fluorescence, 45 min; inhibition, % at 5 µM; in the data active = inhibition above about 50%
* = called active by the depositor. Rows are unselected (roughly 5.3% active in at least one column).

SMILES	APP transl inh	STAT1 act	NF-kB expr up	FLuc act counter	DTT redox prof	APP 5'UTR act	FLuc inh counter	HMGR II inh	Hsp70 act	G6PDH counter
COC(=O)c1cccc(S(=O)(=O)N2CCC(c3nc4ccccc4o3)CC2)c1	-10	96	1	1.1	1.2	10	-6	-6	-0.3	-3
O=C1CCc2cc(S(=O)(=O)N3CCC(C(=O)NC4CCCC4)CC3)ccc2N1	2	102	0.95	1	-2.1	-1	-4	-1	-0.1	11
Cc1nnc(NC(=O)c2ccc(C)c(S(=O)(=O)N3CCOCC3)c2)s1	-8	92	1.2	1	0.3	8	0	-4	-0.2	0
O=C(CSCCc1ccccn1)Nc1cccnc1Cl	1	110	1.1	1.1	0.1	-1	-8	-4	0.1	4
CCCCC(=O)N/N=C(\C)c1cccc(NC(=O)C2CC2)c1	-4	101	1.1	1	-0.1	3	4	-1	-0.3	2
CCOC(=O)c1c(-c2ccccc2)csc1NC(=O)CSc1nncs1	-2	103	1	1.2	-0.3	2	-15	-3	-0.3	-15
Cc1ccc(C)c(OCCCCn2ccnc2)c1	-2	97	1.1	1	0.1	2	-2	-9	-0.4	-3
CCCC(=O)N1c2ccccc2NC2=C(C(=O)CCC2)C1c1ccc(F)cc1 (configuration not stated)	3	102	1.1	1	-1.8	-3	4	-1	0.1	17
NC(CC(=O)O)c1ccc(Br)cc1 (configuration not stated)	2	94	1.2	1	-0.1	-2	-4	-1	-0.4	17
O=C(NN1C(=O)C2C3C=CC(C3)[C@H]2C1=O)c1cccnc1 (some centres not stated)	-31	98	1.1	1.1	0.3	31	-6	-6	-0.4	-2
CNCc1nc2ccccc2[nH]1	16	104	1	1	0.0	-17	-5	13*	-0.1	12
CC(=O)N1CCN(c2ccc(NC(=O)c3ccccc3Br)cc2Cl)CC1	28	100	1	1.1	-2.7	-28	-10	2	-0.1	1
CCOC(=O)c1cnc(NCc2ccccc2)nc1C	-24	117	1.9	1	-1.5	24	-3	-7	0.0	0
COc1cc2c(cc1NC(=S)NC(=O)/C=C/c1ccco1)oc1ccccc12	8	86	1.1	1	0.7	-8	-4	-9	-0.4	3
Nn1c(SCC(=O)Nc2ccc(Oc3ccccc3)cc2)nnc1C1CC1	-13	100	1.2	1.1	0.4	13	-7	0	-0.1	3
CC1Cc2cc(-c3csc(NC(=O)Cc4cccs4)n3)ccc2N1S(C)(=O)=O (configuration not stated)	3	95	0.45	1	1.1	-3	-3	4	-0.5	-34
COc1ccc(C(=O)Oc2cc(/C=N/NS(=O)(=O)c3ccccc3)ccc2OC)cc1	-27	91	0.71	1	-1.6	27	-4	0	0.0	11
Clc1cccc(Cl)c1Cn1cnc(=NCc2ccco2)c2[nH]cnc21	-4	106	0.89	1.1	-1.9	4	-12	2	-0.6	6
CCN(CC)CCNC(=O)Cn1c(-c2ccccn2)nc2ccccc21	-15	99	0.98	1	-0.6	15	1	1	-0.5	-1
CCc1nnc(NC(=O)c2cccc(OC)c2)s1	-101	137*	2.7	0.5	0.1	101	46	-1	0.7	4
CN(CCc1ccccn1)C(=O)CN(C)S(=O)(=O)c1ccc2c(c1)c(=O)n(C)c(=O)n2C	-6	103	1.1	1.1	2.6	6	-6	1	0.1	-4
O=C(CSc1nc(-c2ccc(F)cc2)nc2c1Cc1ccccc1O2)Nc1cccc(C(=O)O)c1	0	97	1.1	1	-3.0	0	2	0	-0.2	-5
COc1ccc([N+](=O)[O-])cc1NC(=O)CSCc1ccccc1C	-24	94	1.6	1.1	-0.5	24	-5	-1	0.0	-4
COc1c2ccoc2c(OC[C@@H](O)C(C)(C)O)c2oc(=O)ccc12	-12	104	1.2	1	1.0	12	-3	-2	-0.4	15
O=C(O)CCCCCNC(=O)CCn1cnc2ccccc2c1=O	-8	96	0.94	1	-0.1	8	0	-3	0.0	3
Cc1nnc(SCSc2nnc(C)s2)s1	-2	98	1.1	1.1	-0.1	2	-10	7	0.0	7
Cn1cnnc1SCC(=O)Nc1sccc1C#N	20	90	0.97	1.1	-1.8	-20	-7	0	-0.3	1
COCCCNC(=O)CN(c1cc(Cl)cc(Cl)c1)S(C)(=O)=O	8	93	1.1	1	-0.5	-9	-4	-5	-0.1	11
COC(=O)c1cn(Cc2ccccc2C)nn1	-24	89	1.2	1	-0.4	23	-2	-4	-0.1	-4
Cc1cc(C(=O)Nc2nc3c(s2)CCCC3)no1	-152	139*	5.1*	0.5	0.0	152*	50	1	-0.4	11

Four compounds drawn at random from the list so far, as already listed:
SMILES	APP transl inh	STAT1 act	NF-kB expr up	FLuc act counter	DTT redox prof	APP 5'UTR act	FLuc inh counter	HMGR II inh	Hsp70 act	G6PDH counter
CCc1nnc(NC(=O)c2cccc(OC)c2)s1	-101	137*	2.7	0.5	0.1	101	46	-1	0.7	4
O=C(CSc1nc(-c2ccc(F)cc2)nc2c1Cc1ccccc1O2)Nc1cccc(C(=O)O)c1	0	97	1.1	1	-3.0	0	2	0	-0.2	-5
Cc1nnc(NC(=O)c2ccc(C)c(S(=O)(=O)N3CCOCC3)c2)s1	-8	92	1.2	1	0.3	8	0	-4	-0.2	0
CC(=O)N1CCN(c2ccc(NC(=O)c3ccccc3Br)cc2Cl)CC1	28	100	1	1.1	-2.7	-28	-10	2	-0.1	1

(list continues)
SMILES	APP transl inh	STAT1 act	NF-kB expr up	FLuc act counter	DTT redox prof	APP 5'UTR act	FLuc inh counter	HMGR II inh	Hsp70 act	G6PDH counter
Cc1ccc(SCC(=O)NC(=O)NCc2ccccc2)c(C)c1	-14	104	1.1	1.1	-0.4	14	-8	1	0.3	-2
Cc1cccc(NC(=S)NNC(=O)c2ccccc2Br)c1	-74	104	2.3	0.8	-0.5	74	18	-1	-0.4	-4
CC(Sc1nc(N)c2c3c(sc2n1)CSC(C)(C)C3)C(=O)Nc1ccccc1 (configuration not stated)	-17	93	0.78	1.1	0.9	17	-6	0	-0.4	-22
Cc1cc(NC(=O)NC(=O)c2cccc(OC(F)(F)C(F)F)c2)n[nH]1	-55	132*	1.7	1	3.2	55	1	2	0.2	-9
Cc1ccc(/C=C(\C#N)C(=O)NCC2CCCO2)o1 (configuration not stated)	-22	105	1.2	1	0.3	22	-1	-1	-0.3	-2
COc1ccc2oc(=O)c(C(=O)Oc3ccc(NC(C)=O)cc3)cc2c1	12	104	1.4	1.1	-3.6	-12	-7	1	-0.4	8
COc1ccc(NC(=O)C2CCN(C(=O)Cc3ccccc3)CC2)c(OC)c1	-6	118	0.95	1.1	-0.7	5	-5	-2	-0.1	5
Cc1cc(/C=C(\C#N)c2nc3ccccc3[nH]2)c(C)n1C	-57	142*	2.7	0.2	0.1	57	78*	-5	0.0	6
Nc1nc(NC(=O)C(Cl)(Cl)Cl)nn1-c1ccccc1	-15	94	1.5	1	-0.5	15	-2	9	-0.3	11
Cc1cc(C(F)(F)F)nn1CC(=O)NNC(=S)Nc1ccc(Cl)cc1	4	97	1.1	1	1.1	-3	-5	-3	3.0	0
S=C(NCc1ccccn1)Nc1ccccc1	-37	112	1.3	1.1	0.2	37	-8	1	0.3	4
NC(=O)N(CCC(=O)O)c1ccccc1	5	97	0.9	1.1	-0.3	-5	-6	0	-0.2	5
Cc1cccc(CN2CCN(CC(=O)N3CCCC3)C2=O)c1	0	99	1.1	1.1	0.2	0	-11	-6	-0.6	6
CCOc1ccc(N2CC(O)=C(c3ccccc3)C2=N)cc1	2	103	1.1	1	0.3	-2	-2	-1	-0.5	3
COc1ccc(N2C(=NC(C)=O)SC3CS(=O)(=O)CC32)cc1OC (configuration not stated)	-20	105	1	1.1	0.2	20	-5	1	-0.1	0
CCCNC(=S)N1CCN(c2nc(C)nc3sc4c(c23)CCCC4)CC1	-6	94	0.74	1.1	-1.0	6	-6	0	-0.2	0
CCN(CC(O)CON=C1c2ccccc2-c2ccccc21)S(=O)(=O)c1ccc(C)cc1 (configuration not stated)	7	105	0.58	1.1	2.4	-7	-6	3	-0.6	-20
COc1cc(C)ccc1OCCOCCOc1ccccc1[N+](=O)[O-]	2	112	1.2	1.1	-0.2	-2	-6	-2	-0.3	-3
CCCc1cc(C(=O)Nc2c(C)n(C)n(-c3ccccc3)c2=O)no1	6	95	1.2	1	-1.8	-6	-2	0	-0.5	1
Cc1ccc(S(=O)(=O)NCC2CCC(C(=O)NCc3ccc4c(c3)OCO4)CC2)cc1 (configuration not stated)	8	98	0.89	1	0.1	-8	-1	0	-0.4	1
COc1ccc(-c2nnc(SC(C)C(=O)NCc3ccc4c(c3)OCO4)n2Cc2ccco2)cc1 (configuration not stated)	4	102	0.94	1.1	0.3	-4	-6	0	-0.5	2
COc1ccc2[nH]c3c(c2c1)CCn1c-3nc2sc(C(=O)Nc3ccccc3)c(C)c2c1=O	2	97	1.2	1	1.8	-2	-5	-5	-0.1	8
O=C(Nc1cccc(F)c1)NC1CC2CCCC(C1)N2C1CC1 (configuration not stated)	-7	106	1.2	1.1	1.4	7	-6	-1	-0.3	2
Cc1cc(C(=O)CSc2n[nH]c(N)n2)c(C)n1-c1cc(F)ccc1F	-44	117	1.3	0.8	2.0	44	18	0	-0.3	0
C=CC[n+]1c(-c2ccccc2)csc1NC(C)(C)C	-23	96	1.2	1.1	-2.2	23	-8	0	-0.2	8
Cc1cc(/C=N/O)c(C)n1-c1cccc(Cl)c1	16	105	0.85	1.1	-0.7	-16	-6	4	-0.1	11
O=C(/C=C/c1ccc(Cl)cc1)N1CCN(c2ncccn2)CC1	6	100	1.6	0.9	0.1	-6	11	-3	-0.2	-2
O=C(COc1ccc2ccccc2c1)NC1CC1	-17	112	1.7	0.8	0.4	17	17	-6	-0.1	4
Cn1c(SCc2n[nH]c(=S)n2-c2ccccc2)nnc1-c1ccccc1	7	107	1.2	0.9	-0.6	-7	6	-1	-0.1	11
Cc1ncc(C[n+]2csc(CCOC(=O)CC3C4CC5CC(C4)CC3C5)c2C)c(N)n1 (configuration not stated)	-18	98	1.2	1.1	0.1	18	-9	-4	0.0	3
CSc1nnc(-c2sc3cc(C(F)(F)F)cnc3c2-c2ccccn2)n1C	-5	101	0.92	1	0.3	5	-3	1	-0.3	7
CCc1ccc(N2CC(C(=O)N/N=C/c3cc([N+](=O)[O-])ccc3O)CC2=O)cc1 (configuration not stated)	-3	99	1.9	0.9	-0.3	3	10	-3	0.0	-12
Cc1nc2c(C#N)c(C)[nH]n2c(=O)c1Cc1ccccc1	-3	99	0.99	1	3.1	3	-4	-1	-0.4	11
O=S(=O)(c1ccc2oc3ccccc3c2c1)N1CCCC1	12	98	1.1	1.1	1.0	-12	-6	-4	-0.4	12
O=C(CC1Sc2ccccc2NC1=O)Nc1ccccc1[N+](=O)[O-] (configuration not stated)	5	95	0.89	1.1	-0.1	-5	-8	-8	-0.4	2
COc1ccc(/C=N/NC(=O)c2ccc(=O)[nH]n2)cc1OC	-2	109	0.77	1.1	0.3	2	-7	-1	-0.2	-16
N#CCc1ccc(NS(=O)(=O)c2cccs2)cc1	-4	102	0.99	1	0.1	29	-3	1	-0.1	6
CC1CN(C(=O)Nc2ccc3c(c2)OCCO3)CC(C)O1 (configuration not stated)	-12	101	1.4	1	-0.3	12	-5	0	-0.2	4
O=C(CSc1cccc[n+]1[O-])Nc1ccc(C(F)(F)F)cc1[N+](=O)[O-]	-7	98	1.3	1	-1.0	7	-5	-1	-0.2	1
